High-throughput results as filed in PubChem.
Vif-A3F inh: qHTS for Inhibitors of Vif-A3F Interactions: qHTS | HeLa A3F-eYFP + Vif (tagged APOBEC3F with the HIV-1 protein that degrades it), YFP fluorescence increase | Potency, µM (highest dose often 46.1 µM), without a hit: at the highest dose activity, negative = active | hit rate 0.2% among 390,000 | AID 602313, 2012; note: potency is the fitted concentration of half-maximal effect; % of control where 0% means no effect; nearly all actives have a fitted effect of over 65% in size
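Fluorescence increase (Ex 488/Em 500-530) after overnight compound treatment at 37 deg C flags inhibition of Vif-driven A3F-eYFP loss in stable HeLa A3F-eYFP/Vif cells seeded overnight beforehand.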
RXFP1 antag: qHTS Assay for Antagonists of the Relaxin Receptor RXFP1. Relaxin receptor 1 (Homo sapiens), Q9HBX9. HEK293-RXFP1, relaxin-stimulated cAMP HTRF, 30 min; stronger effect = lower value. activity change, negative = inhibition, % at 57.5 µM. hit rate 0.59% among 350,000;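 active = activity change of -60% or lower, but not beyond a set lower limit; inconclusive = change between -60% and -40%, or beyond the set limit; inactive = change above -40%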; note: % is set by controls: 0 for no effect and ±100 for the full control effect
Vif-APOBEC3G blk: qHTS for Inhibitors of Vif-A3G Interactions: qHTS; HeLa A3G-eYFP + Vif (tagged APOBEC3G with the HIV-1 protein that degrades it), YFP fluorescence, overnight; Potency, µM (top dose mostly 46.1 µM), for inactives: at the top dose activity, negative = active, most hits filed as inhibitors; hit rate 0.076% among 410,000;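 note: potency is the fitted concentration of half-maximal effect; % is set by controls: 0 for no effect and ±100 for the full control effect; nearly all actives have a fitted effect of over 60% in size; hits raise eYFP signal because A3G escapes Vif-driven loss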
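Read-out is eYFP fluorescence (Ex 488/Em 500-530) from Vif-expressing HeLa A3G-eYFP cells; more signal means A3G escaped Vif-mediated degradation. Cells plated overnight, compound pinned in, incubated overnight at 37 deg C.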
Glioma ERSR ind: qHTS for Inducers of the Endoplasmic Reticulum Stress Response (ERSR) in Human Glioma: qHTS; U87-MG GRP78 promoter luciferase reporter, 16 h; Potency, µM, for the others: at the top dose activation, most hits filed as activators; hit rate 0.02% among 420,000; AID 602332, 2012; note: potency is the fitted concentration of half-maximal effect; series mostly up to about 76 µM; % of control where 0% means no effect; nearly all actives have a fitted effect of over 35% in size
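Stably transfected U87-MG human glioma cells carrying a GRP78-based luminescent sensor were seeded at 1000 cells/well, pin-dosed with compounds and incubated 16 h. Luciferase reagent was then added, and end-point luminescence was read after 10 min at room temperature.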
D2 potentiator: HTS Assay for Positive Allosteric Modulators of the Human D2 Dopamine Receptor: Primary Screen for Potentiators | AID 485347, 2010 | potentiation, % at 10 µM | hit rate 0.34% among 340,000 | D(2) dopamine receptor (Homo sapiens), P14416 | HEK293 T-REx D2, calcium flux, EC20 dopamine potentiation;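 active = potentiation over 3 SD above the plate norm, cut at about 30% in these data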; note: 0% is about no effect
Target sequence (P14416 whole entry, looked up): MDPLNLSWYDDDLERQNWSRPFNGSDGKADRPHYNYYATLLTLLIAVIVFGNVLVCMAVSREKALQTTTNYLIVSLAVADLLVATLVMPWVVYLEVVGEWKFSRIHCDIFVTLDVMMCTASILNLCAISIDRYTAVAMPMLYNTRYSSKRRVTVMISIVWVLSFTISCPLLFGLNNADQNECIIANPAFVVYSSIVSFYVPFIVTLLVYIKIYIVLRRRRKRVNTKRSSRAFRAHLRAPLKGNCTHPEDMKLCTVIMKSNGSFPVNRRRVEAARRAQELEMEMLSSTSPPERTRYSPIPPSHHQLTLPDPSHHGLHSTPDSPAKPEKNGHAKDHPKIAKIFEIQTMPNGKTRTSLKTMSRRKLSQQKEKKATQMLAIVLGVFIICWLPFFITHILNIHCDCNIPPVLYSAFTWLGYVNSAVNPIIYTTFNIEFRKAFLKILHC
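Cells plated with tetracycline inducer and held overnight at 30 C; calcium dye loaded 30–90 min at room temperature; baseline taken, compound added and read 180 s; EC20 dopamine then added and read 180 s.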
D1 agonist: Allosteric Agonists of the Human D1 Dopamine Receptor: qHTS | hit rate 1% among 360,000 | HEK293 T-REx D1 cells, calcium flux, agonist mode | activation, % at 2 µM | AID 504660, 2011; in the data active = activation above about 30%; note: 0% is about no effect
Target sequence (P21728 whole entry, looked up): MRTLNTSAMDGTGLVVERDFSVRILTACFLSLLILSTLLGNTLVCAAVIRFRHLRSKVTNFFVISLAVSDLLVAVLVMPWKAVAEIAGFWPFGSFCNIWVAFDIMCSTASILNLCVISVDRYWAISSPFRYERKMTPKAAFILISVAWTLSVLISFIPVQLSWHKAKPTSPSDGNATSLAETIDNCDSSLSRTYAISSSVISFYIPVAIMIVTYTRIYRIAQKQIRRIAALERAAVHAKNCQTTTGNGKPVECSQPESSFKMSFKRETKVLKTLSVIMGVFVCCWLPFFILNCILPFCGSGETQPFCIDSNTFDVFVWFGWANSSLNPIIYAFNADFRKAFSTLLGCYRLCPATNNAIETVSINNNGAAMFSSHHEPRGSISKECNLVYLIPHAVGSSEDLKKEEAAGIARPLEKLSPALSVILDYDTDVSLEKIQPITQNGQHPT
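Tetracycline-induced HEK293 TREx D1 cells, force-coupled to calcium signalling, were dye-loaded with a no-wash calcium kit. Compound was pin-added after a 10 s baseline. Fluorescence was read kinetically at 1 cycle/s for 180 s, with calcium rises flagged as agonism.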
RXFP1 ag: qHTS Assay for Agonists of the Relaxin Receptor RXFP1; Relaxin receptor 1 (Homo sapiens), Q9HBX9; HEK293T-RXFP1 cAMP TR-FRET, 30 min; response scale: percent of porcine relaxin response, buffer zero; Potency, µM (titrated, usually from 57.5 µM), without a hit: at the top dose activation, actives largely listed as activators; hit rate 0.3% among 370,000; note: potency is the fitted concentration of half-maximal effect; % is set by controls: 0 for no effect and ±100 for the full control effect; nearly all actives have a fitted effect of over 60% in size; many of its hits are not listed in these tables
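cAMP rise read by TR-FRET after 30 min, 37C compound exposure (up to 58 uM) in RXFP1-transfected HEK293 cells with Ro 20174 present. EC50 from Hill-equation fits, with 29 nM porcine relaxin as 100% and buffer as basal.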
D1 PAM: Potentiators of Human D1 Dopamine Receptor: qHTS | HEK293 TREx D1 cells, calcium flux, dopamine EC20 potentiation | potentiation, % at 10 µM | hit rate 0.036% among 360,000 | AID 504651, 2011; in the data active = potentiation above about 30%; note: 0% is about no effect
D1 antagonist: Antagonist of Human D 1 Dopamine Receptor: qHTS | D(1A) dopamine receptor (Homo sapiens), P21728 | HEK293 TREx D1 cells, calcium flux, dopamine EC80; stronger effect = lower value | activity change, negative = inhibition, % at 10 µM | hit rate 3.2% among 360,000 | AID 504652, 2011; in the data active = activity change below about -30%; note: % is set by controls: 0 for no effect and ±100 for the full control effect
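After overnight tetracycline induction at 30 C, force-coupled D1 HEK293 cells took up a no-wash calcium dye at room temperature. Compounds were added and monitored 180 s, and the response to EC80 dopamine was then recorded.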
Numbers without * were called inactive; ? = inconclusive; . = not tested or not shown; & = joins results of further samples. Unless noted, calls come from the whole dose curve; as a rule, active = well fitted curve in the direction sought with a large enough effect; inconclusive = small, poorly fitted or top-dose-only effect, or another doubt; inactive = no such curve, though single readings can be large; an effect the other way counts as inactive or inconclusive. This is a subset. The share of hits here may be higher or lower than overall.

Order of results: Vif-A3F inh	RXFP1 antag	Vif-APOBEC3G blk	Glioma ERSR ind	D2 potentiator	D1 agonist	RXFP1 ag	D1 PAM	D1 antagonist
> CS(=O)(=O)c1nc(-c2ccc(F)cc2)cc(C(F)(F)F)n1
    3%	-22	?	-15%	1	1	3.1%	-1	2
> COC(=O)c1cccc(OCC(O)Cn2ccnc2)c1 (stereo not given)
    -7%	-9	-3%	0%	3	5	0.3%	-3	9
> Cc1ccc(C(c2cc(Cl)c3cccnc3c2O)N2CCN(C)CC2)cc1 (stereo not given)
    ?	-1	-23%	-2%	-2	-1	-1.0%	-7	-3
> CCOc1ccc(NS(=O)(=O)c2ccc3[nH]cc(C(=O)N4CCCC4)c(=O)c3c2)cc1
    0%	7	0%	-5%	2	2	0.7%	0	-3
> COc1ccc(NC(=O)C(C)N=C2NS(=O)(=O)c3ccccc32)cc1S(N)(=O)=O (stereo not given)
    -5%	4	-1%	-2%	-10	3	1.4%	2	2
> O=C(O)c1cc2nc(-c3ccccc3)cc(-c3ccccc3)n2n1
    -4%	-3	1%	-3%	1	8	7.9%	-6	-1
> O=C(COc1ccccc1)Nc1ccc2c(c1)nc1n2CCOC1
    0%	-8	-1%	4%	4	1	2.7%	-4	7
> Cc1cc(NC2CCCC2)n2ncc(-c3ccccc3)c2n1
    1%	-22	-20%	-13%	-4	2	1.5%	8	2
> Cc1c(NC(=O)CN2CCN(c3cccc(Cl)c3)CC2)c(=O)n(-c2ccccc2)n1C
    19%	0	7%	-3%	4	5	-0.4%	-1	-2
> CN(C)CCN1C(=O)C(O)=C(C(=O)c2cc3ccccc3o2)C1c1ccccn1 (stereo not given)
    .	.	.	.	16	6	1.8%	3	-18
> Cc1cc(C(=O)NCCCn2ccnc2)cs1
    -4%	13	0%	-3%	-5	0	1.0%	-4	7
> COc1ccc(N2CCN(C(=O)c3cn(C)c4ccc(S(=O)(=O)N5CCOCC5)cc4c3=O)CC2)cc1
    -16%&0%	-1&-8	-4%&0%	-5%&0%	1&-6	4&0	2.9%&5.2%	-2&0	-9&5
> CC(C)Cc1nnc(NC(=O)CCNC(=O)c2ccco2)s1
    -3%	-12	-6%	-1%	-5	-4	-0.1%	-3	-14
> COc1ccc(-c2csc(N3CCN(C(=O)c4ccco4)CC3)n2)cc1
    3%	-6	-7%	-6%	-24	4	1.0%	-5	-23
> CC(C)CNC(=O)/C=C/c1cccs1
    -6%	2	-2%	0%	-6	-1	1.6%	-4	-3
> CC1(c2ccc3ccccc3c2)NC(=O)N(CC(=O)NCC(C)(C)N2CCOCC2)C1=O (stereo not given)
    -15%	-18	1%	-3%	-4	2	0.2%	-5	0
> CN1C(=O)N(C)C2(c3ccccc3)Nn3c(s/c(=C/c4ccccc4F)c3=O)=NC12c1ccccc1 (stereo not given)
    .	.	.	.	22	-3	-0.4%	-4	-8
> CC1Cc2ccccc2N1S(=O)(=O)c1cccc(C(=O)NCc2ccncc2)c1 (stereo not given)
    -8%	-21	2%	-4%	11	14	1.0%	.	-54*
> S=c1[nH]ccn1-c1ccccc1Cl
    3%	3	1%	-3%	3&7	0&4	4.6%&-3.1%	-3&-2	21&4
> N#Cc1nc(Nc2cccc(Cl)c2)c2ncn(C3CCCC3)c2n1
    -16%	.	-13%	-6%	.	10&0	0.9%	1&-2	8
> Cc1ccc(N(C)C2=NC(=O)CS2)cc1Cl
    -7%	3	-1%	-2%	-10	0	-2.6%	-10	-15
> Cc1ccc(C(=O)N2c3ccccc3CC2C)o1 (stereo not given)
    0%	-5	-8%	-3%	-11	1	-1.2%	-1	-9
> CC(C)CCN(C(=O)c1csnn1)C(C(=O)NC1CCCCC1)c1ccc(F)cc1 (stereo not given)
    3%	-10	0%	1%	5	1	-1.4%	5	8
> CCN1CCN(c2ccc(NC(=O)c3ccco3)cc2)CC1
    -9%	-6	-1%	-7%	-2	3	-5.4%	5	-3
> Cc1cccc(C)c1NC(=O)CSc1nnc(-c2ccco2)n1N
    -12%	-7	0%	-2%	7	0	1.0%	-4	-8
> CCOc1cc(N2CCOCC2)c(OCC)cc1NC(=O)c1ccc(OCc2c(C)noc2C)c(OC)c1
    0%	-7	-4%	-4%	-3	0	-0.5%	-5	-20
> CC1=CCC(C(=O)O)(C(=O)N/N=C/c2cccs2)C(c2ccc(Cl)cc2)C1 (stereo not given)
    3%	3	-5%	-4%	8	0	2.0%	-1	.
> COc1ccccc1CN1C(=O)[C@@H]2C(CCC(N)=O)NC3(C(=O)Nc4c3ccc(Cl)c4C)[C@@H]2C1=O (stereo not given in full)
    -3%	6	0%	1%	32*	2	2.1%	6	17
> Cc1ccc2c(=O)cc(CSc3nnc(-c4ccccc4)n3C)[nH]c2c1C
    1%	3	0%	-5%	11	1	6.9%	-1	0
> O=C(CCC(=O)N(CC(=O)NC1CCCCC1)c1ccc(F)cc1)Nc1nccs1
    -4%	-8	1%	-6%	.	1	0.9%	2	44

The listing continues:
Order of results: Vif-A3F inh	RXFP1 antag	Vif-APOBEC3G blk	Glioma ERSR ind	D2 potentiator	D1 agonist	RXFP1 ag	D1 PAM	D1 antagonist
> CC(C)CC(=O)NNC(=S)NCc1ccco1
    2%	6	1%	7%	-9	2	-1.0%	-6	.
> CCOC(=O)C1CCCN(Cc2ccc(OC)c(OCc3ccccc3)c2)C1 (stereo not given)
    0%	5	7%	-4%	-21	0	-0.2%	-4	-2
> COc1ccccc1NC(=O)C1=C(C)Nc2nc3ccccc3n2C1c1cccs1 (stereo not given)
    1%	-11	?	-7%	7	0	-0.9%	13	30
> Cc1ccc(-n2ncc(C(=O)NCCN3CCN(C)CC3)c2C2CCN(C(=O)OC(C)(C)C)CC2)c(C)c1
    -15%	-9	4%	-1%	-5	4	-0.3%	3	12
> COc1ccc(C(=O)/C=C/c2ccc(OC3CSC3)cc2)cc1
    -6%	-23	-10%	4%	-9	11	1.2%	-6	-9
> COc1ccc2c(C)nc(N/C(N)=N/S(=O)(=O)c3ccc(C)cc3)nc2c1
    6%	?	-4%	-2%	1	3	0.1%	-6	18
> CCCc1cc(=O)oc2c(CN3CCN(C)CC3)c(O)c(Cl)cc12
    .	-4	1%	-5%	-2	1	8.8%	4	6
> O=C1NC(CCO)C(=O)NC1CCO (stereo not given)
    4%	-2	2%	0%	.	.	.	.	.
> CC(C(=O)NC1CCCC1)N(Cc1ccco1)C(=O)c1snc(C(=O)NC2CCCC2)c1N (stereo not given)
    -2%	12	2%	-2%	12	6	2.5%	-6	2
> CCC(C)Nc1nc(Cl)nc(NCCOc2ccccc2)n1 (stereo not given)
    11%	-8	-5%	-3%	2	2	2.0%	-6	-14
> O=C(CC(c1ccccc1)c1cc(Cl)ccc1O)N1CCOCC1 (stereo not given)
    -5%	8	-1%	-3%	7	0	-0.3%	-4	1
> O=C(Cc1cccc(NC(=O)C2CCN(C(=O)C3CC3)CC2)c1)Nc1cccc(C(=O)N2CCCC2)c1
    0%	.	1%	-4%	4	7	0.9%	0	-13
> COc1ccccc1/C=C/C(=O)Nc1cccnc1Cl
    0%	1	-9%	3%	.	1	0.1%	-4	5
> O=C(c1ccccc1)c1sc(N2CCCCCC2)nc1-c1ccccc1
    10%	-5	-2%	-1%	3	1	2.9%	7	16
> CN(C)C(CNC(=O)c1ccc(NC(=O)c2cccs2)cc1)c1ccccc1 (stereo not given)
    -12%	-12	-6%	-4%	-8	2	2.0%	-4	-21
> CC(C)Cc1nnc(NC(=O)CCC(=O)N2CCOCC2)s1
    -14%	-3	1%	-1%	-9	2	0.1%	-3	-13
> c1ccc2[nH]c(CN3CCCCCC3)nc2c1
    4%	4	0%	-6%	-20	2	0.8%	4	1

Arranged by count of non-hydrogen atoms (largest number first): some entries from above.
Order of results: Vif-A3F inh	RXFP1 antag	Vif-APOBEC3G blk	Glioma ERSR ind	D2 potentiator	D1 agonist	RXFP1 ag	D1 PAM	D1 antagonist
> Cc1ccc(-n2ncc(C(=O)NCCN3CCN(C)CC3)c2C2CCN(C(=O)OC(C)(C)C)CC2)c(C)c1
    -15%	-9	4%	-1%	-5	4	-0.3%	3	12
> CC(C(=O)NC1CCCC1)N(Cc1ccco1)C(=O)c1snc(C(=O)NC2CCCC2)c1N (stereo not given)
    -2%	12	2%	-2%	12	6	2.5%	-6	2
> COc1ccccc1NC(=O)C1=C(C)Nc2nc3ccccc3n2C1c1cccs1 (stereo not given)
    1%	-11	?	-7%	7	0	-0.9%	13	30
> CN(C)C(CNC(=O)c1ccc(NC(=O)c2cccs2)cc1)c1ccccc1 (stereo not given)
    -12%	-12	-6%	-4%	-8	2	2.0%	-4	-21
> COc1ccc2c(C)nc(N/C(N)=N/S(=O)(=O)c3ccc(C)cc3)nc2c1
    6%	?	-4%	-2%	1	3	0.1%	-6	18
> O=C(c1ccccc1)c1sc(N2CCCCCC2)nc1-c1ccccc1
    10%	-5	-2%	-1%	3	1	2.9%	7	16
> CCCc1cc(=O)oc2c(CN3CCN(C)CC3)c(O)c(Cl)cc12
    .	-4	1%	-5%	-2	1	8.8%	4	6
> COc1ccc(C(=O)/C=C/c2ccc(OC3CSC3)cc2)cc1
    -6%	-23	-10%	4%	-9	11	1.2%	-6	-9
> CCC(C)Nc1nc(Cl)nc(NCCOc2ccccc2)n1 (stereo not given)
    11%	-8	-5%	-3%	2	2	2.0%	-6	-14
> c1ccc2[nH]c(CN3CCCCCC3)nc2c1
    4%	4	0%	-6%	-20	2	0.8%	4	1
